# Screens (PubChem)
# IL1B secr inh: blocks inflammasome-driven IL-1 beta release; THP-1 LPS/ATP IL-1B secretion, AlphaLISA, 16 h; hits give low values; activity change, % at 57.5 µM; actives 4.7% (n = 360,000); AID 743279; in the data active = activity change below about -50%; inconclusive = mostly about -30% to -49%; also: % is scaled to controls: 0 for no effect and ±100 for the full control effect
#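 THP-1 cells pretreated 1 hr with compounds (up to 57.5 uM final), then stimulated with LPS (250 ng/mL final) plus ATP (1.25 mM final); secreted IL-1B measured by AlphaLISA after 16 hr, decreased signal indicating inhibition.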
# KB-V1 cytotox: KB-V1 MDR subline cytotoxicity. KB-V1 MDR cells viability, CellTiter-Glo, 72 h. Potency, µM (doses to about 46.1 µM), without a hit: at the top dose activity change, negative = cytotoxicity, usual class: cytotoxic. actives 3.4% (n = 400,000). AID 1347076; also: potency is read from the fitted curve at half-maximal effect; % is scaled to controls: 0 for no effect and ±100 for the full control effect; nearly all actives have a fitted effect of over 60% in size
#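 KB-V1, DMEM (no phenol red) + 10% FBS; cpd pin-transferred, titration series; 72 h, 37 degrees C; CellTiter-Glo, luminescence. Data normalized, curve-fit.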
# HT1080 IDH1KD tx: HT-1080 IDH1 knockdown cell toxicity (counter line); HT-1080 IDH1 knockdown viability, ATP luminescence, 48 h; Potency, µM (top dose mostly 46.1 µM), for the others: top-dose activity, negative = toxicity, actives largely listed as cytotoxic; actives 2% (n = 360,000); AID 686971;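 also: potency is read from the fitted curve at half-maximal effect; 0% = DMSO wells and -100% = cell-free medium wells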
#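 IDH1KD HT-1080 cells, 750/well, RPMI + 5% FBS; compound pinned after 2 h settling; 48 h, 37 °C; CellTiter-Glo luminescence; % activity normalised to DMSO and no-cell wells; curves fitted, classed by r2 and efficacy.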
# DRD3 agonist: activates the human D3 dopamine receptor; max activation, %; actives 0.58% (n = 410,000); D3R DiscoveRx beta-arrestin cells, luminescence, 90 min; in the data active = max activation above about 30%; also: 0% is about no effect; mostly tested at two doses, the higher about 12 µM
# Target sequence (P35462 whole entry, looked up): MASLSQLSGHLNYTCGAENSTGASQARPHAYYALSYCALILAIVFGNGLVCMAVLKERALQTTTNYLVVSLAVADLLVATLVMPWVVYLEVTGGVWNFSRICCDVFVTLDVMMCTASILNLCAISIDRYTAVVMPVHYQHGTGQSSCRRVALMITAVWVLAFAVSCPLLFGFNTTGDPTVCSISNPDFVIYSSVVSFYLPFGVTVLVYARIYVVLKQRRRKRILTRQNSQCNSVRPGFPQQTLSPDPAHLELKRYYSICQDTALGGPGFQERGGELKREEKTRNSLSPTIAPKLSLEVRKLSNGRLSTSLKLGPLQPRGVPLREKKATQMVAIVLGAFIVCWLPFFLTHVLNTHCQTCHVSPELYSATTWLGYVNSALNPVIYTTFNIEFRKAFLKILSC
#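 Agonist mode: compounds and dopamine controls were applied to plated cells for 90 min at 37 degrees C after an overnight attachment at 1500 cells/well. Luminescent read-out followed 30 - 60 minutes at room temperature with DiscoveRx detection reagent.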
# HEK293 tox: cytotoxicity in counter-screen for GLP-1R inverse agonists; actives 0.13% (n = 410,000); Potency, µM (titrated, usually from 38.3 µM), for the others: at the top dose activity change, negative = inhibition, most hits filed as inhibitors; HEK293 cAMP-luciferase reporter cells, luminescence, 24 h;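 also: loss of luciferase light is scored as toxicity; potency is read from the fitted curve at half-maximal effect; % is scaled to controls: 0 for no effect and ±100 for the full control effect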
#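 Here, cytotoxicity is scored as loss of luminescence. The MLSMR collection was tested on cells seeded in medium containing 10% Nu serum, with a 24 hr compound exposure preceded by 12 hours of culture.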
# KB-3-1 tox: KB-3-1 parental cell cytotoxicity. KB-3-1 viability, CellTiter-Glo ATP luminescence, 72 h. AID 1347075. Potency, µM (top dose mostly 46.1 µM), without a hit: top-dose activity change, negative = cytotoxic, hits mostly cytotoxic. actives 1.4% (n = 400,000); also: potency is read from the fitted curve at half-maximal effect; % is scaled to controls: 0 for no effect and ±100 for the full control effect; nearly all actives have a fitted effect of over 60% in size
#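 KB-3-1 parental drug-naive adenocarcinoma cells in DMEM/10% FBS, incubated 72 h at 37 C with pin-transferred compounds across a concentration series. Viability by CellTiter-Glo luminescence; concentration-response curves fitted after normalization.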
# MCF10A rerep: induces DNA re-replication in MCF 10a normal breast cells | MCF 10A DNA re-replication, Hoechst nuclear intensity, 48 h | Potency, µM (series often up to 46.1 µM), for the others: top-dose activity, positive = re-replication, most hits filed as activators | actives 2.9% (n = 350,000) | AID 624296; also: potency is read from the fitted curve at half-maximal effect; % of control where 0% means no effect; nearly all actives have a fitted effect of over 50% in size
# SW480 rerep: induces DNA re-replication in SW480 colon adenocarcinoma cells; SW480 DNA re-replication, Hoechst DNA content imaging, 48 h; Potency, µM (doses to about 46.1 µM), for inactives: top-dose re-replication activation, usual class: activators; actives 1.8% (n = 340,000); also: potency is read from the fitted curve at half-maximal effect; % of control where 0% means no effect; nearly all actives have a fitted effect of over 55% in size
#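 Cells (250 per well) received 23 nL compound or DMSO by pin tool and were kept 48 hr at 37 C, 5% CO2. Nuclei were then stained with Hoechst for 40 min and scanned for DNA content.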
# HT1080-NT tox: kills 2HG-producing HT-1080-NT fibrosarcoma cells; HT-1080-NT fibrosarcoma viability, CellTiter-Glo ATP luminescence, 48 h; Potency, µM (top dose mostly 46.1 µM), for inactives: at the highest dose activity, negative = less viability, hits mostly cytotoxic; actives 1.6% (n = 360,000);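 also: NT is the 2HG producing partner of a matched IDH1 knockdown line; potency is read from the fitted curve at half-maximal effect; 0% = DMSO-treated cells and -100% = media-only wells without cells; nearly all actives have a fitted effect of over 55% in size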
#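 Compounds were tested in concentration-response format on HT-1080-NT cells for 48 hours at 37 degrees C. Cell viability came from CellTiter-Glo luminescence; curves were classified by r2, response magnitude and activity.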
# * = called active by the depositor; ? = inconclusive; · = no result given; [ ] = dose if it differs, or a comment. Unless noted, calls follow the shape of the dose curve; as a rule, active = well fitted curve in the direction sought with a large enough effect; inconclusive = small, poorly fitted or top-dose-only effect, or another doubt; inactive = no such curve, though single readings can be large; an effect the other way counts as inactive or inconclusive.
SMILES,IL1B secr inh,KB-V1 cytotox,HT1080 IDH1KD tx,DRD3 agonist,HEK293 tox,KB-3-1 tox,MCF10A rerep,SW480 rerep,HT1080-NT tox
Cc1cc(C)c2nc(-c3ccccn3)cc(C(=O)NCCc3ccc(S(N)(=O)=O)cc3)c2c1,15,-1%,?,9,-14%,-4%,?,?,-19%
COc1ccc(CNCc2cccc3ccccc23)cc1,-22,-25%,-19%,-8,1%,1%,11%,-4%,-19%
Cc1nc2ccc(NC(=O)N3CCSCC3)cc2nc1C,-10,7%,-3%,2,86%[activator],1%,3%,-3%[9.22 µM],1%
CCOC(=O)[C@H]1[C@H]2COc3ccc(Cl)cc3[C@H]2N2C(=O)CNC(=O)[C@@]12C,0,-8%,16%,-14,11%,10%,18%,-12%,10%
Cc1ccc(-c2cc(NC(=O)CCl)n(-c3ccccc3)n2)cc1,-99*,?,?,1,?,?,?,?,?
O=C(CCc1nnc2ccc(NCc3ccccc3)nn12)NC1CCCC1,9,12%,0%,1,6%,-9%,1%,3%,-3%
COc1ccc(Br)cc1CNc1ccc(N2CCOCC2)cc1,-7,-23%,2%,3,2%,-4%,7%,6%,2%
COc1ccccc1NC(=O)CSc1ccc2nnc(-c3ccc(C)cc3)n2n1,31,?,-1%,6,14%,-13%,19%,1%,-16%
CC(C)NC(=O)C1(C)CCN1C(=O)c1ccccc1F (stereo unspecified),31,-6%,12%,0,2%,0%,·,·,?
O=C(NCc1ccccc1)c1cc(-c2cccc(O)c2)on1,-19,14%,0%,-2,-3%,0%,?,6.5µM*,-6%
Clc1cccc(NCc2nnc(SCc3ccc(Cl)cc3Cl)o2)c1,-18,-13%,?,-12,-23%,-1%,?,-1%,?
CN(C)S(=O)(=O)c1ccc(C(=O)Nc2cc(=O)n(C)c(=O)n2C)cc1,19,0%,2%,4,-7%,11%,6%,-11%,5%
O=C(Nc1cccc(Cl)c1)c1csnn1,·,12%,·,1,1%,1%,·,·,·
O=C(Nc1ccc2c(c1)OCO2)C1CC(=O)N(c2ccccc2)C1 (stereo unspecified),11,-16%,14%,-4,-2%,10%,1%,-5%,-2%
COc1ccc2c(C)c(CC(=O)N3CCN(C(=O)C4COc5ccccc5O4)CC3)c(=O)oc2c1C (stereo unspecified),?,11%,7%,2,-7%,6%,?,16µM*,4%
COc1ccc([C@@H]2CC=C(C(=O)O)[C@H](c3ccc(F)cc3)N2S(=O)(=O)c2ccc(C)cc2)cc1OC,14,11%,6%,-9,-3%,-15%,47%,-7%,5%
CCOC(=O)c1sc(N(Cc2ccccc2)C(=O)COC(=O)c2ccccc2O)nc1C,0,-2%,2%,4,-12%,7%,-69%[inhibitor],-1%,12%
O=C(NCc1ccccc1)c1ccc(NC(=O)N2CC3CCCN3c3ccccc32)cc1 (stereo unspecified),·,-5%,·,5,-14%,-5%,·,·,·
COc1ccc(N(CC(=O)N2CCCCC2)S(=O)(=O)c2c(C)nn(C)c2C)cc1,-18,0%,-3%,-11,4%,1%,-3%,-5%,-2%
Cc1cc(C)c2c(n1)nn1c(NCCCN(C)C)cc(C)nc21,-15,-6%,8%,3,21%,19%,?,21µM*,2%
COc1ccc(-c2nc(C(=O)Nc3cccc(C(C)=O)c3)nn2-c2ccccc2Cl)cc1,·,0%,·,-11,-6%,-3%,·,·,·
COc1ccc(C)cc1S(=O)(=O)N1CCN(C(=O)c2ncoc2-c2cccc(C)c2)CC1,-1,?,12%,-1,12%,-1%,-7%,-1%,-5%
COc1ccc(C(=O)Nc2ccncc2)cc1OC,-18,?,5%,7,9%,-3%,18%,3%,-2%
N#Cc1ccsc1NC(=O)C1CCN(S(=O)(=O)c2cccs2)CC1,-17,-7%,-13%,-5,-11%,-15%,?,-245%[inhibitor],-21%
Cc1c(Cl)cccc1NC(=S)N(CCN(C)C)C(C)c1ccco1 (stereo unspecified),?,1%,1%,1,-18%,-17%,11%,-1%,1%

# Filtered by structure, the entries above containing an aryl thioether with sulfur outside any ring
SMILES,IL1B secr inh,KB-V1 cytotox,HT1080 IDH1KD tx,DRD3 agonist,HEK293 tox,KB-3-1 tox,MCF10A rerep,SW480 rerep,HT1080-NT tox
COc1ccccc1NC(=O)CSc1ccc2nnc(-c3ccc(C)cc3)n2n1,31,?,-1%,6,14%,-13%,19%,1%,-16%
Clc1cccc(NCc2nnc(SCc3ccc(Cl)cc3Cl)o2)c1,-18,-13%,?,-12,-23%,-1%,?,-1%,?

# Carrying on:
SMILES,IL1B secr inh,KB-V1 cytotox,HT1080 IDH1KD tx,DRD3 agonist,HEK293 tox,KB-3-1 tox,MCF10A rerep,SW480 rerep,HT1080-NT tox
Cc1ccc(C(=O)N2CC3(C(C)C)CN(C(=O)c4ccc(C)cc4)CC(C(C)C)(C2)C3=O)cc1,31,-2%,7%,4,-5%,6%,5%,1%,6%
O=C/C=C/c1coc2ccc3ccccc3c2c1=O,-6,9%,10%,0,3%,-5%,-4%,-16%,15%
Cc1cccc(NS(=O)(=O)c2cccc(C(=O)NCCCN3CCCC3=O)c2)c1,11,2%,-1%,9,-3%,-4%,5%,1%,-3%
CC(C)C1C(=O)N(Cc2cn(CCC3OCCO3)nn2)CCS(=O)(=O)N1Cc1ccc(-c2ccccc2Cl)cc1 (stereo unspecified),?,?,?,4,-8%,0%,·,·,?
CCOC(=O)CSc1nc2cc(C(=O)N3CCC(C(N)=O)CC3)ccc2c(=O)n1-c1ccccc1,-4,-14%,-1%,10,0%,29%,16%,-8%,10%
N#CCC(=O)Nc1ccc(C(=O)OCC(=O)c2ccc3c(c2)OCCO3)cc1,17,4%,10%,1,-5%,3%,-1%,-4%,17%
O=S(=O)(Cc1ccccc1)NCCc1cccc(Cl)c1,-15,0%,0%,6,5%,4%,2%,-5%,7%
COc1ccccc1-c1coc2c(CN(C)C)c(O)ccc2c1=O,16,-3%,-1%,-3,2%,-2%,0%,-8%,3%
CCOCCCn1c(=N)c(S(=O)(=O)c2ccc(C)cc2)cc2c(=O)n3cccc(C)c3nc21,·,?,·,9,3%,-9%,·,·,·
CC1CCCC(NC(=O)Nc2cccs2)C1C (stereo unspecified),0,-2%,0%,2,-6%,8%,11%,0%,15%
COC(=O)c1cc(O)c(O)c(O)c1,24,?,-1%,35*,-7%,-12%,29%,2%,1%
O=S(=O)(NC1CCc2ccccc21)c1ccccc1 (stereo unspecified),41,-5%,-11%,-15,-2%,-1%,·,·,-3%
COc1cc2c(cc1OC)C(C)N(C(=O)Nc1cc(C)cc(C)c1)CC2 (stereo unspecified),35,6.5µM*,7.3µM*,3,-13%,?,3.7µM*,?,6.5µM*
CCC(=O)Nc1cccc(NC(=O)c2ccccc2Cl)c1,-18,0%,4%,4,1%,?,-21%,1%,11%
C/C=C(\C)C(=O)OC1CC(C)(C)C[C@H]2C3=CC[C@@H]4[C@@]5(C)CCC(O[C@@H]6O[C@@H](C(=O)O)[C@@H](O)C(O[C@@H]7OC[C@H](O)[C@@H](O)[C@@H]7O[C@@H]7OC(CO)C(O)[C@@H](O)[C@@H]7O)C6O[C@@H]6OC(CO)C(O)C(O)C6O)[C@@](C)(CO)[C@@H]5CC[C@]4(C)[C@]3(C)CC(O)[C@@]12CO (stereo partly specified),5,22%,?,9,-6%,27%,8%,-5%,?
Cc1nn(C(C)(C)C)c(NC(=O)c2ccc(Cl)cc2Cl)c1Br,·,?,-1%,28,0%,-2%,-2%,-5%,-7%
Cc1ccc(-c2cc(=O)c3ccc(Cl)cc3[nH]2)cc1,50,-4%,6%,-16,-32%,3%,-6%,0%,-5%
Cc1ccccc1OCC(=O)N/N=C/c1ccc(N(C)C)cc1,-8,0%,?,-5,-8%,-16%,?,?,?
CCOC(=O)C1(CCOC)CCN(Cc2nc(-c3cccs3)oc2C)CC1,18,-17%,9%,-12,8%,-13%,-2%,?,-23%
c1coc(CNc2nc(-c3cccs3)cs2)c1,-18,-21%,-11%,1,7%[7.66 µM],11%,2%,-6%,-2%
CCOc1ccc(C(=O)OC2CCN(C)CC2)cc1,7,12%,16%,-8,3%,-5%,11%,2%,11%
CC12CCC(=O)N1C(C(=O)Nc1nc3c(F)cc(F)cc3s1)CS2 (stereo unspecified),0,-24%,0%,1,14%,13%,?,-8%,-5%
COc1cccc(C(C)NC(=S)NCc2ccc(F)cc2)c1 (stereo unspecified),3,-22%,-5%,-8,0%,-1%,-6%,-3%,-13%
COC(=O)c1cc(S(=O)(=O)N2CCCCCC2)c[nH]1,11,18%,1%,1,2%,8%,3%,-5%,-3%
N/C(Cn1cncn1)=N\NC(=O)C(=O)Nc1ccccc1,-19,-13%,-4%,-3,-4%,6%,-22%,7%,-1%
CCc1sc(C(=O)Nc2ccc(NC(C)=O)cc2)cc1C,?,?,?,-7,1%,-9%,-6%,2%,17%
CCc1nc2ccc(C(=O)Nc3cc(-c4ccccc4)ccc3OC)cn2c1N(C)Cc1nccs1,-80*,-16%,23µM*,7,?,?,·,·,?
Cc1ccc(C2=NS(=O)(=O)N(C)C(C(=O)NC(C)c3ccccc3)=C2)cc1 (stereo unspecified),-3,21%,4%,0,-12%,21%,5%,-2%,14%
NC(=O)c1cccn1Cc1cccc(Cl)c1,20,10%,-26%,-10,-18%,5%,6%,0%,-6%
Cc1ccc2nc(NC(=O)C(NS(=O)(=O)c3cccc4nsnc34)C(C)C)sc2c1 (stereo unspecified),51,5%,-5%,-3,-22%,1%,1%,-7%,7%

# Taken from the entries so far for reference:
SMILES,IL1B secr inh,KB-V1 cytotox,HT1080 IDH1KD tx,DRD3 agonist,HEK293 tox,KB-3-1 tox,MCF10A rerep,SW480 rerep,HT1080-NT tox
Cc1ccc(C(=O)N2CC3(C(C)C)CN(C(=O)c4ccc(C)cc4)CC(C(C)C)(C2)C3=O)cc1,31,-2%,7%,4,-5%,6%,5%,1%,6%
O=C/C=C/c1coc2ccc3ccccc3c2c1=O,-6,9%,10%,0,3%,-5%,-4%,-16%,15%

# Random draw from the library; overall some 11% were active at least once.
